High-throughput results: PubChem, The Scripps Research Institute Molecular Screening Center
TEAD-YAP block – TEAD-YAP interaction inhibition. HEK-TIYL cells, TEAD-Gal4/YAP UAS-luciferase luminescence. inhibition, % at 9.12 µM. 640,000 compounds, 1.4% hits. AID 1259422; in the data active = inhibition above about 32%;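 also: 0% = median of test compound wells and 100% = reference inhibitor wells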
FBW7 activator – activators of human E3 ligase FBW7. Q969H0. AlphaScreen FBW7–phospho-cyclin E peptide binding, activator screen. normalized activity (activation), % at 26.1 µM. 650,000 compounds, 0.13% hits. AID 1259310; in the data active = normalized activity above about 1.9%;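 also: purified mutant Fbw7 with reduced substrate affinity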
Target sequence (Q969H0 whole entry, looked up): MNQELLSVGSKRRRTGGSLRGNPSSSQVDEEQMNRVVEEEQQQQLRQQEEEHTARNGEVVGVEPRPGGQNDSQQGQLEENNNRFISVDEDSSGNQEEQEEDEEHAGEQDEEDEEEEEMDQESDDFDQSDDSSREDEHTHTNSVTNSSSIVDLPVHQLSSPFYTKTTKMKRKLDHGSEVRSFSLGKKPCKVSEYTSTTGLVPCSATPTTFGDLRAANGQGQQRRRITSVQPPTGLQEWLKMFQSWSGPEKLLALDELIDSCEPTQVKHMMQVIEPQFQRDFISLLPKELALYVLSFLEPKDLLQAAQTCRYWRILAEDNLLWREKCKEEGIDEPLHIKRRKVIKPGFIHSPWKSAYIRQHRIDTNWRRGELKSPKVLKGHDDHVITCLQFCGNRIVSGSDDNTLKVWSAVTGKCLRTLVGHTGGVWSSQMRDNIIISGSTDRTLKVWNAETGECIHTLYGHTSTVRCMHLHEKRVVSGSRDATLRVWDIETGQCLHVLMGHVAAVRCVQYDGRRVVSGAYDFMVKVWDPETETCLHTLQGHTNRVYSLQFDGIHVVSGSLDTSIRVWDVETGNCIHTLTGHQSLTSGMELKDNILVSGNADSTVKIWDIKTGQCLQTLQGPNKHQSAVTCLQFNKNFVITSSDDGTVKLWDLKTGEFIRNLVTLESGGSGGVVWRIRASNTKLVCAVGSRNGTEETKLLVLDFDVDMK
GPR151 activ – human GPR151 activation | PathHunter beta-arrestin GPR151 cells, luminescence | activation, % at 11.2 µM | 650,000 compounds, 1% hits | AID 1508602; in the data active = activation above about 4.9%;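 also: 0% = median of compound wells and 100% = cells with positive control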
MITF primary – blocks human microphthalmia-associated transcription factor; O75030; inhibition, % at 2.6 µM; AlphaScreen MITF homodimerization, bead proximity signal; 650,000 compounds, 0.91% hits; in the data active = inhibition above about 50%;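 also: 0% = vehicle wells with protein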
* marks the source's active call; other numbers are inactive results; & = joins results of further samples.

SMILES	TEAD-YAP block	FBW7 activator	GPR151 activ	MITF primary
CC1CCC(C(=O)NC(C(=O)NC2CCN(Cc3ccccc3)CC2)C(C)C)CC1 (stereo not given)	8	-0.1	0.5	6
Cc1ccc(-n2c(=S)[nH]c3c(sc4ccccc43)c2=O)cc1	-3	-0.1	-1.1	8
O=C(Cn1cncn1)N/N=C/c1ccccc1O	-1	0.1	-1.6	38
COc1cc(OC)c(OC)cc1/C=C1/N=C(c2cc([N+](=O)[O-])ccc2Cl)OC1=O	-1	0.0	1.1	5
CC(C)(C)c1ccc(S(=O)(=O)NCC(=O)Nc2ccc(F)cc2)cc1	3	-0.1	-0.3	9
CCn1c(CCNC(C)=O)nc2ccccc21	-7	0.3	-0.2	12
COC(=O)CCCCCNC(=O)C1C(c2ccccc2)C(C(=O)OC)C1c1ccccc1 (stereo not given)	13	0.2	0.3	9
O=C1CCCC2=C1C(O)(C(F)(F)F)C(=O)N2Cc1ccccc1 (stereo not given)	11	0.1	-0.5	0
Cc1nc(C(N)=O)c2[nH]c(=O)n(-c3cccc(F)c3)c2n1	9	0.0	0.0	8
COc1cccc(/C=C2\C(=O)NC(=S)N(c3ccc(C)cc3)C2=O)c1O	2	-0.1	-0.4	12
CS(=O)(=O)N(CC(=O)Nc1ccc(Cl)cc1)c1cccc(Br)c1	4	0.1	1.1	10
O=C(CSc1ccc(Cl)cc1)Nc1nnc(-c2cccs2)o1	-4	-0.8	1.9	-4
CCC(=O)N1N=C(c2ccccc2)CC1c1ccc(N(C)C)cc1 (stereo not given)	-9	-0.1	0.7	17
CC1=NN(C(=O)c2ccncc2)C(O)(c2ccc(Cl)cc2)C1 (stereo not given)	-1	0.2	0.5	-9
CN(C(=O)c1cccc(C#N)c1)c1nnc(-c2cnccn2)s1	0	0.1	-0.4	-4
Cc1ccc(C)c(OCC(O)CN2CCC(CN3C(=O)c4cccc5cccc(c45)C3=O)CC2)c1 (stereo not given)	15	-0.4	-0.8	11
CCN(CC)c1cc2nc(C)n(Cc3ccccc3)c(=O)c2cc1NC(=O)C1CC1	-5	-0.2	0.8	9
O=C(Nc1ccc(Cl)c(Cl)c1)c1cccc(I)c1	-40	0.2	-1.1	18
CC(=O)Nc1ccc(C2C(C#N)=C(N)OC3=C2C(=O)CC(C)(C)C3)cc1 (stereo not given)	-7	0.0	0.0	8
CCCCCC(O)CCC(=O)NNC1CC(=O)N(c2ccccc2)C1=O (stereo not given)	6	-0.1	0.7	7
COCCN(C1CCN(c2nc(C)cc(C)n2)CC1)S(C)(=O)=O	6	0.1	0.7	9
Cc1n[nH]c(C)c1S(=O)(=O)N1CCN(C2CCCCC2)CC1	-2	0.0	-0.6	-9
CCc1ccc(NC(=O)CSc2nc3[nH]ncc3c(=O)n2-c2cccc(Cl)c2)cc1	24	0.1	0.9	6
O=C(CCc1ccccc1)Nc1ccccc1	-34	0.0	2.0	8

Exported in markdown: part of the list above
| mol | TEAD-YAP block | FBW7 activator | GPR151 activ | MITF primary |
| --- | --- | --- | --- | --- |
| Cc1ccc(C)c(OCC(O)CN2CCC(CN3C(=O)c4cccc5cccc(c45)C3=O)CC2)c1 (stereo not given) | 15 | -0.4 | -0.8 | 11 |
| CCN(CC)c1cc2nc(C)n(Cc3ccccc3)c(=O)c2cc1NC(=O)C1CC1 | -5 | -0.2 | 0.8 | 9 |
| O=C(Nc1ccc(Cl)c(Cl)c1)c1cccc(I)c1 | -40 | 0.2 | -1.1 | 18 |

Next section
SMILES	TEAD-YAP block	FBW7 activator	GPR151 activ	MITF primary
Nc1nc2ccccc2n1C(=O)c1ccc(F)cc1	52*	-0.1	-5.2	1
COC(=O)c1cc(OC(=O)c2nn(C)c(=O)c3ccccc23)cc(C(=O)OC)c1	-3	-0.2	-0.2	15
CSC(=NCCN=C(NC#N)SC)NC#N	14	0.1	0.3	12
O=C(Cc1cccs1)Oc1coc(CSc2ncccn2)cc1=O	-3	-0.2	-1.3	-11
CCCCn1c(C)csc1=Nc1ccccc1	-13	-0.2	-0.2	2
COCCNC(=O)C(C)Oc1ccc(Cl)cc1Cl (stereo not given)	-8	-0.1	-0.6	9
CC(C)N1CC[C@@H](N2CCOCC2)[C@@H](CCC(=O)N2CCc3c([nH]c4ccccc34)C2)C1	3	0.2	-1.5	15
Fc1ccc(CSc2nnnn2-c2cccc(Cl)c2)cc1	-1	0.5	0.6	-1
COc1cc(C(=O)N2CCN(Cc3ccccc3[N+](=O)[O-])CC2)cc(OC)c1OC	2	0.2	2.1	67*
COc1ccc(/C=C(/C#N)C(=O)Nc2ccccc2OC)cc1	6	0.2	-1.5	10
C/C(=N\NC(=O)CNS(=O)(=O)c1cccc([N+](=O)[O-])c1)C(C)C	8	0.4	1.2	11
COc1ccc(S(=O)(=O)N2CCCC2C(=O)O)cc1 (stereo not given)	-6	0.0	-1.8	-12

3 compounds out of the list, sorted by number of heavy atoms, lowest first:
SMILES	TEAD-YAP block	FBW7 activator	GPR151 activ	MITF primary
Nc1nc2ccccc2n1C(=O)c1ccc(F)cc1	52*	-0.1	-5.2	1
C/C(=N\NC(=O)CNS(=O)(=O)c1cccc([N+](=O)[O-])c1)C(C)C	8	0.4	1.2	11
O=C(Cc1cccs1)Oc1coc(CSc2ncccn2)cc1=O	-3	-0.2	-1.3	-11

Compound profiles, as listed above. Order of screens: TEAD-YAP block	FBW7 activator	GPR151 activ	MITF primary
C/C(=N\NC(=O)CNS(=O)(=O)c1cccc([N+](=O)[O-])c1)C(C)C as listed: 8	0.4	1.2	11
CSC(=NCCN=C(NC#N)SC)NC#N as listed: 14	0.1	0.3	12

Continued:
SMILES	TEAD-YAP block	FBW7 activator	GPR151 activ	MITF primary
CCOc1ccc(Nc2cc(C)nc3ccc(OCC)cc23)cc1	0	-0.1	0.4	16
COC(=O)c1ccc(/C=C2\N=C(c3cccc(Cl)c3)OC2=O)cc1	-5	0.0	0.0	1
Cc1cc(C(=O)CSc2nc(N)cc(N)n2)c(C)n1Cc1ccccc1	-13	-0.1	-0.4	-9
Cn1c(=O)c2c(nc(NC(CO)CO)n2Cc2ccc(Br)cc2)n(C)c1=O	9	-0.2	-1.3	1
CCOC(=O)c1cccc(NC(=O)C(CC(C)C)N2C(=O)c3ccccc3C2=O)c1 (stereo not given)	2	0.0	0.6	-4
COC(=O)c1c(-c2ccccc2)csc1NC(=O)c1ccc(Br)o1	10	0.1	-1.8	5
O=C(NCCOc1cc(N2CCCCC2)ncn1)Nc1ccccc1Cl	8	0.2	-0.3	-5
CCCCNC(=O)C1CC(c2ccc(OC)cc2)=NO1 (stereo not given)	2	0.1	0.2	3
O=C(c1cc(COc2cccc3cnccc23)on1)N1CCC(c2ccc(F)cc2)C1 (stereo not given)	18	-0.1	0.7	6
O=C(NC(=S)Nc1cccc2cc(O)ccc12)c1ccco1	-5	-0.1	1.3	7
COC(=O)c1ccc(NC(=O)CN(Cc2ccccc2)S(=O)(=O)c2ccc(Cl)cc2)cc1	-9	-0.1	1.6	-5
COc1ccc(CNC(C)C2COc3ccccc3O2)c(OC)c1 (stereo not given)	0	-0.1	-1.1	41
O=c1ccn(C2C=CC(CO)O2)c(=O)[nH]1 (stereo not given)	-2	0.1	-2.4	-7
COCC(C)NC(=O)c1cnc2ccccn12 (stereo not given)	-14	0.1	2.9	6
O=C(O)c1cc(-c2ccc(N3C(=O)c4ccccc4C3=O)c(C(=O)O)c2)ccc1N1C(=O)c2ccccc2C1=O	4	0.9	-0.6	17
O=C(NCc1ccccc1Cl)c1ccc2c(=O)n(CCc3ccccc3)c(=S)[nH]c2c1	-5	-0.1	0.2	-6
O=C1CCCC2=C1C(c1ccncc1)n1nc(SCc3ccccc3Cl)nc1N2 (stereo not given)	2	-0.1	0.4	5
CCCc1c(-c2ccc(O)cc2)nn(-c2ccc(O)cc2)c1-c1ccc(O)cc1	1&-1	0.0&0.3&0.2	-0.8&-0.1&3.8&-1.5	1&-16&22&-12
COc1ccccc1-n1ncc2c(=O)[nH]c(SC(C)c3ccccc3)nc21 (stereo not given)	-13	0.1	0.5	7
COc1ccccc1NC(=O)CSc1nc2ccccc2n1C(C)=O	-5	-0.1	1.4	-2
O=C(Nc1nccs1)c1cc(F)c(F)cc1Cl	-22	0.0	-1.2	-11
CC(C)OCCCNC(=O)C(C)Oc1ccccc1 (stereo not given)	-1	0.1	-1.1	-12
CCOc1cccc(/C=C2\C(=O)NC(=O)N(c3cccc([N+](=O)[O-])c3)C2=O)c1	3	-0.1	-0.7	-2
COC(=O)C1=C(C(=O)OC)SC(=C2C(=S)C(C)(C)N(C(=O)CN3C(=O)c4ccccc4C3=O)c3cc(C)c(C)cc32)S1	7	0.1	2.1	29
O=C(O)C1C2CCC(C2)C1C(=O)NCc1ccccc1 (stereo not given)	10	0.0	2.9	-11
COC(=O)c1c(C)oc2ccc(NS(=O)(=O)c3ccc(Br)cc3)cc12	1	0.0	1.4	15
CCc1ccc(Nc2ncnc3c2c(-c2ccccc2)cn3-c2ccccc2)cc1	2	0.3	0.7	-1
Cc1ccccc1C(=O)Nc1ccccc1F	-11	0.0	-1.9	3
Cc1cc(NC(=O)Cn2c3c(c4ccccc42)CCC3)no1	57*	0.3	1.7	11
COc1ccc(S(=O)(=O)CCC(=O)Nc2ccc(C)cc2)cc1	10	-0.1	0.8	-2
CN1CCN(C(=O)c2ccc(CSc3ccc(Cl)cc3)cc2)CC1	10	-0.2	0.1	-21
CCN1CCN(c2nc3cc(OC)ccc3cc2CNCc2ccsc2)CC1	6	-0.1	-0.1	5
CCN(CCCNC(=O)CCCOc1cc(=O)n(C)c2ccccc12)Cc1ccccc1	4	0.2	-1.3	24
COCC1CCCN(C(=O)CC2(c3ccccc3C)CC(=O)N(Cc3ccncc3)C2=O)C1 (stereo not given)	-4	0.1	-0.4	-1
NC(=O)c1cnc(NCc2ccc3c(c2)OCO3)s1	-21	-0.1	-2.4	5
O=c1c2cnn(CCO)c2ncn1Cc1ccc(Br)cc1	-15	-0.3	-0.5	-6
Cc1ccccc1NC(=O)CN1C(=O)C(C)(C)Oc2ccc(C(=O)NC3CCCC3)cc21	-3	0.0	0.4	0
Cn1c(-c2cccc3ccccc23)n[nH]c1=S	-8	-0.1	-0.1	-17
CN(c1ccccc1)S(=O)(=O)c1ccc2[nH]c(=O)[nH]c2c1	1	0.0	0.8	6
c1csc(-c2nnc(Oc3ccc4c(c3)OCO4)c3ccccc23)c1	-7	0.1	-0.6	-6
O=C(N/N=C/C=C/c1ccc([N+](=O)[O-])o1)c1ccccc1O	3	-0.2	1.8	-20
Cc1cc(C)cc(NC(=O)c2cc(S(=O)(=O)NCc3ccc(F)cc3)ccc2F)c1	5	0.0	-1.9	3
CCCN(CCC)C(=O)C1(c2ccccc2)CCOCC1	7	0.1	-1.1	-6
COc1ccccc1OCC(=O)Nc1nnc(Cc2ccc(C)cc2)o1	11	0.0	0.0	21
O=S(=O)(c1cccc(C(F)(F)F)c1)N1CCCC(c2nc(-c3cccs3)no2)C1 (stereo not given)	1	0.1	0.2	10
COc1cccc(-c2nc3cnccn3c2NCc2ccc3c(c2)OCO3)c1	4	0.1	2.6	-1
COc1cccc(-c2nc3ccccc3c(=O)n2NC(=O)c2ccc(F)cc2Cl)c1	-5	1.3	-1.1	12
CCN1CCN(C(=O)CCCOc2ccccc2)CC1	43*	0.0	0.3	-1

Compounds from the list above that have bromine (5):
SMILES	TEAD-YAP block	FBW7 activator	GPR151 activ	MITF primary
CS(=O)(=O)N(CC(=O)Nc1ccc(Cl)cc1)c1cccc(Br)c1	4	0.1	1.1	10
Cn1c(=O)c2c(nc(NC(CO)CO)n2Cc2ccc(Br)cc2)n(C)c1=O	9	-0.2	-1.3	1
COC(=O)c1c(-c2ccccc2)csc1NC(=O)c1ccc(Br)o1	10	0.1	-1.8	5
COC(=O)c1c(C)oc2ccc(NS(=O)(=O)c3ccc(Br)cc3)cc12	1	0.0	1.4	15
O=c1c2cnn(CCO)c2ncn1Cc1ccc(Br)cc1	-15	-0.3	-0.5	-6

Next part.
SMILES	TEAD-YAP block	FBW7 activator	GPR151 activ	MITF primary
CC(C)NC(=S)N1CCn2c(nc3ccccc32)C1	1	0.1	0.0	12
COc1ccc(-c2nnn(CC(=O)Nc3cc(C(F)(F)F)ccc3Cl)n2)cc1OC	12	0.1	-0.2	-3
CC1CC(NN(C)C)C(C#N)(C#N)C(C)C1(C#N)C#N (stereo not given)	3	0.0	-0.6	13
COC(CNCc1c(C(=O)O)n(Cc2ccccc2C)c2ccccc12)OC	-6	0.6	0.1	-1
O=C(CSc1nnc(NC2=NS(=O)(=O)c3ccccc32)s1)N1CCOCC1	9	-0.2	-1.2	3
CCn1c(SCCC#N)nnc1-c1ccc2[nH]c(C)c(C)c2c1	-20	-0.1	-0.6	-8
CCOC(=O)c1sc(NC(=S)NCCCN2CCCC2=O)c(C(=O)OCC)c1C	8	0.0	1.1	-5
Cc1nnc(SC2CC(=O)N(c3ccccc3)C2=O)s1 (stereo not given)	12	0.1	2.9	0
O=C(OCCCN=C1NS(=O)(=O)c2ccccc21)c1cccs1	-8	0.6	-1.1	-4
CC12NC(=S)NC(c3cc(Cl)ccc3O1)C2C(=O)Nc1ccccc1 (stereo not given)	13	0.0	3.4	11
